Assay outcomes: PubChem BioAssay, Sanford-Burnham Center for Chemical Genomics
Jurkat NFkB inh = lowers PMA/ionomycin-induced NF-kB signal in Jurkat cells; 330,000 compounds, 0.53% hits; inhibition, % at 4 µM; PMA/ionomycin-induced NF-kB luciferase reporter, luminescence; in the data active = inhibition above about 50%
Gli-Sufu block = antagonists of Gli-Sufu signaling | inhibition, % at 5 µM | Sufu-KO-LIGHT fibroblasts, Gli luciferase reporter luminescence | 340,000 compounds, 0.74% hits | AID 588413;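 active = inhibition above about 55%, limit read from the data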;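 note: 0% = DMSO-treated cells and 100% = wells with medium but no cells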
697 NFkB inh = lowers PMA/ionomycin-induced NF-kB signal in 697 B cells | 697 B-cell NF-kB luciferase reporter, 16 h | inhibition, % at 4 µM | 330,000 compounds, 0.33% hits | AID 435022; in the data active = inhibition above about 35%
CCR6 antag = antagonists of human CCR6 receptor. 340,000 compounds, 0.49% hits. AID 493098. inhibition, % at 20 µM. P51684. CHO-K1 CCR6 PathHunter beta-arrestin, luminescence, CCL20-stimulated;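 active = compounds whose inhibition of the agonist-driven luminescence signal at 20 µM reaches about 50%, limit read from the data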;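 note: cells stimulated with CCL20 at 14 nM final; plate controls were DMSO with CCL20 for no effect and DMSO without agonist for full effect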
Target sequence (P51684 whole entry, looked up): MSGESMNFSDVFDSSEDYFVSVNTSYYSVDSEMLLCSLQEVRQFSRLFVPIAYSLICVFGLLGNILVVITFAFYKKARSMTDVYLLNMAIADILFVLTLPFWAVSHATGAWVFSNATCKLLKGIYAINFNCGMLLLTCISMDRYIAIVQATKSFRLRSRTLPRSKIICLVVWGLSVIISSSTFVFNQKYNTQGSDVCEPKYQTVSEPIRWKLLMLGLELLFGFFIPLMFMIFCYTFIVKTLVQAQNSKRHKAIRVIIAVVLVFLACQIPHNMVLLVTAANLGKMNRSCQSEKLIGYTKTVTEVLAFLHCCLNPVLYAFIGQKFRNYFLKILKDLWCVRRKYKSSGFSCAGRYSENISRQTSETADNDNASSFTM
EBI2 block = EBI2 (human) antagonism. P32249. EBI2 beta-arrestin recruitment, luminescence, 7a,25-OHC stimulated. 360,000 compounds, 0.81% hits. inhibition, % at 5 µM; in the data active = inhibition above about 38%;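 note: enzyme fragment complementation signal reports receptor beta-arrestin coupling in cells; 0% = agonist plus DMSO wells and 100% = wells without agonist; some results beyond the cut were filed as inactive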
Target sequence (P32249 whole entry, looked up, the tested form may be a part): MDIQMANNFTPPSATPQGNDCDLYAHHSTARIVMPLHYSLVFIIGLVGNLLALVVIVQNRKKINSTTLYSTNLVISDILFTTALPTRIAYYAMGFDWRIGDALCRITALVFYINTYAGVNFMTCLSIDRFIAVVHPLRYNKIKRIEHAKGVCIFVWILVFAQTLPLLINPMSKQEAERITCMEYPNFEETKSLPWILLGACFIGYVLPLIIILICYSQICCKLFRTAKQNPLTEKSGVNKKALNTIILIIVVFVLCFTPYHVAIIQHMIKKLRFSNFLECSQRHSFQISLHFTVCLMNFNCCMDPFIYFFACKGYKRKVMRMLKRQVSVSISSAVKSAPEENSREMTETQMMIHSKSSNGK
UPR CHOP act = apoptotic UPR (CHOP) activation; CHO-CHOP luciferase reporter, luminescence; percent of tunicamycin response over DMSO baseline; activation, % at 10 µM; 330,000 compounds, 0.34% hits; AID 449763;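 active = at 10 µM dose, activation of 40% or more, normalized to positive control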;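 note: 100% = tunicamycin at 10 µg/mL and 0% = DMSO alone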
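System: CHO CHOP reporter cells. Amount: 500 cells per well. Buffer or medium: F12 medium, 10% FBS. Compound dosing: one dose, 10 µM in 0.5% DMSO. Incubation: 6 h compound exposure at 37 °C after overnight seeding. Technique: Steady-Glo luciferase luminescence. Benchmarks: tunicamycin and DMSO controls.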
Mdm2-MdmX inh = inhibitors of human Mdm2/MdmX interaction | SaOS-2 split-luciferase Mdm2/MdmX complementation, luminescence | AID 485346 | O15151+Q00987 | 330,000 compounds, 3% hits | inhibition, % at 8 µM;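 active = inhibition of at least 50% at 8 µM in the primary screen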
CXCR6 inh = blocks human CXCR6 beta-arrestin recruitment; O00574; CHO-K1 PathHunter CXCR6 beta-arrestin, luminescence; inhibition, % at 20 µM; 360,000 compounds, 0.36% hits; in the data active = inhibition above about 34%, passing the limit was not always enough;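 note: antagonist mode with CXCL16 agonist at 10 nM final; 0% = 10 nM CXCL16 with DMSO and 100% = unstimulated wells without agonist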
Target sequence (O00574 whole entry, looked up): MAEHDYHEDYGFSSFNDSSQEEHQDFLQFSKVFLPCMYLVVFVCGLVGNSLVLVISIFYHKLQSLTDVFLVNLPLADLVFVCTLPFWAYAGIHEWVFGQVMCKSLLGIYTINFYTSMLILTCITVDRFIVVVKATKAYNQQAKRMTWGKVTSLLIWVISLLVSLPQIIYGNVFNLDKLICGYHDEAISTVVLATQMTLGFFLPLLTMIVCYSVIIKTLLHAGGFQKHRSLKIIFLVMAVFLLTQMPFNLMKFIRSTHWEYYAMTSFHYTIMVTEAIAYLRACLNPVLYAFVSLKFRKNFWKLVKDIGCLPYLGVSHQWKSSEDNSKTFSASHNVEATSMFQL
UPR XBP1 act = activators of adaptive arm of unfolded protein response (XBP1). 330,000 compounds, 0.33% hits. activation, % at 20 µM. AID 463104. CHO-XBP1 luciferase reporter, IRE1-XBP1 UPR activation, luminescence; percent of tunicamycin response, DMSO as zero;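 active = versus positive control, 20 µM dose yields 30% or more activation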;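 note: 100% = tunicamycin at 10 µg/mL and 0% = DMSO only wells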
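Material – CHO cell line with stable XBP1 luciferase reporter · Buffer or medium – F12 plus 10% FBS · Compound – single point, 20 µM final compound, 1% DMSO · Schedule – 16-18 h cell attachment at 37 °C, then 6 h compound exposure · Signal – Steady-Glo luminescence read · Benchmarks – high control tunicamycin 10 µg/mL final, low control DMSO vehicle only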
The depositor's hits bear a star; / = no result given. This is a subset; the hit share may differ from the screen's.

SMILES	Jurkat NFkB inh	Gli-Sufu block	697 NFkB inh	CCR6 antag	EBI2 block	UPR CHOP act	Mdm2-MdmX inh	CXCR6 inh	UPR XBP1 act
CN(C)CC1CCCCC1=O (stereo not drawn)	-7	14	-9	-9	-1	-0.9	7	2	0
CC1(C)CC(=O)C=C(NCCN2CCN(C(=O)Cc3ccc(Cl)cc3)CC2)C1	-5	-3	10	3	4	-0.1	7	-7	0
C=CCN1C(=O)NC(=O)/C(=C/c2c(CCN(C)C(=O)c3ccccc3)cc3c(c2OC)OCO3)C1=O	13	1	14	-12	5	0.4	11	2	0
COc1ccc(-c2cc(C(F)(F)F)n3nc(C(=O)N4CCC5(CC4)OCCO5)cc3n2)cc1OC	-9	18	20	-5	-3	0.7	8	5	0
CCCCc1cc(=O)oc2cc(OCC(=O)N3C[C@H]4C[C@@H](C3)c3cccc(=O)n3C4)c(Cl)cc12	21	-2	19	7	4	-0.1	-18	1	-2
NC1=NC(c2cccnc2)n2c(nc3ccccc32)N1 (stereo not drawn)	19	0	0	1	/	1.3	19	/	1
CC1=NN(c2ccccc2)C(=O)C1/C=C1\C(=O)NC(=O)N(c2cc(C)cc(C)c2)C1=O (stereo not drawn)	-3	-75	16	13	-8	-1.9	11	14	0
CCOC(=O)C1=C(C)OC(N)=C(C#N)C12C(=O)N(C)c1ccccc12 (stereo not drawn)	-3	0	28	13	-7	-0.9	3	-18	-1
Cc1nc2ccccc2c(=O)n1-c1ccc(C(=O)O)cc1	8	-2	14	-1	5	-0.7	7	0	-1
COC(=O)C1=C(c2ccccc2)C[C@@H]2CC[C@H]1N2C(=O)NCC1CC1	-7	-13	16	-1	3	-0.7	-6	5	2
CC(=O)Nc1ccccc1C(=O)OCC(=O)c1ccc2c(c1)OCCO2	-3	-5	-23	1	-6	3.9	12	0	3
Cc1ccc(OCC(=O)NCCN2CCN(C(=O)COc3ccc(C)cc3)CC2)cc1	5	-4	9	14	35	-0.3	-7	-8	-2
COC(=O)C1=C(c2cc3ccccc3s2)C[C@@H]2CC[C@H]1N2C	-22	6	2	3	-12	4.4	6	-4	-1
CN1CCC(c2c[nH]c3ccc(O)cc23)CC1	/	-1	/	4	3	/	/	-6	/
CSc1ncc(/C=C2/C(=O)NC(=O)N(c3ccc(Cl)cc3)C2=O)cn1	/	-7	/	10	-5	/	/	-5	/
C=C(C)[C@@]12OC3(c4ccccc4)O[C@@H]1C1[C@@H]4O[C@]4(CO)[C@@H](O)[C@]4(O)C(=O)C(C)=C[C@H]4[C@@]1(O3)[C@H](C)[C@H]2OC(=O)/C=C/C=C/c1ccccc1 (stereo partly drawn)	81*	18	-49	17	8	36	77*	6	47*
CN1Cc2cnnn2-c2ccccc2C1C#N (stereo not drawn)	/	-19	/	8	-15	/	/	2	/
COC(=O)C1=C(c2c(C)noc2C)C[C@@H]2CC[C@H]1N2C(=O)N1CCOCC1	-14	-19	-3	2	-7	-1.0	-4	-7	0
CC(O)(CS(=O)(=O)c1cccc(C(F)(F)F)c1)C(=O)Nc1cccc(C(F)(F)F)c1 (stereo not drawn)	3	3	15	-5	6	-2.2	-23	0	-1
O=C1/C(=C/c2ccccc2)C[C@@]2(O)[C@H]3Cc4ccc(O)c5c4[C@@]2(CCN3CC2CC2)C1O5 (stereo partly drawn)	85*	-16	55*	80*	55*	27	100*	58*	-9
Cn1c(O)c(C=NCc2cccs2)c(=O)n(C)c1=O	-2	2	21	0	-5	-3.0	30	2	-4
CCC(=O)c1ccc(OC(=O)N(C)c2ccccc2)cc1	-86	11	-90	1	5	0.1	-72	-2	3
COC(=O)C1=C(c2c(C)noc2C)C[C@@H]2CC[C@H]1N2C(=O)NC1Cc2ccccc2C1	1	-3	8	6	-7	-1.2	11	3	-3
COC(=O)c1ccc(C(C(=O)NC2CCCCC2)N(CCN2CCOCC2)C(=O)Cc2cccs2)cc1 (stereo not drawn)	2	1	-15	9	6	-0.2	20	5	-1
C=CCn1c(O)c(C(CC)=NCC2CCCO2)c(=O)[nH]c1=O (stereo not drawn)	-6	9	6	11	-12	-0.6	-23	1	-3
Cn1c(=O)n(CC(=O)N2CCC3(CC2)OCCO3)c(=O)c2ccccc21	-11	-3	0	4	-8	0.8	14	1	0
COc1cc2cc(C(=O)N3CC(COS(C)(=O)=O)c4ccc(O)cc43)[nH]c2c(OC)c1OC (stereo not drawn)	/	94*	/	16	-10	/	/	10	/
COc1ccccc1N1CCN(Cc2ccc(Cl)cc2Cl)CC1	-4	-2	4	7	18	0.1	20	-4	-2
Cc1ccc(N2C(=O)NC(=O)C(CCc3ccncc3)(Cc3cccc(Cl)c3Cl)C2=O)cc1 (stereo not drawn)	4	5	0	4	-9	1.2	25	-3	-1
Cc1ccccc1-n1c(C)nc2ccccc2c1=O	-3	-1	32	11	10	0.8	6	8	-2
COc1ccc(O)c(CN2CCCC(C(=O)c3ccccc3SC)C2)c1 (stereo not drawn)	4	20	8	11	11	2.3	9	2	-3
CC[C@H]1CN(C)C[C@@]2(C(=O)OC)Cc3c([nH]c4ccccc34)C(=O)C[C@@H]12	0	6	-4	2	-6	-1.3	-4	0	2
CC(C)(C)[C@]1(O)C[C@@H]2OC(=O)C[C@@]23C(=O)O[C@@H]2OC(=O)[C@@H](O)C213 (stereo partly drawn)	26	31	15	10	-23	0.3	13	-9	-3
COc1ccc(C(=O)N/N=C/C23CC[C@@H](O)CC2(O)CC[C@@H]2[C@@H]3CCC3(C)C(C4=CC(=O)OC4)CCC23O)cc1 (stereo partly drawn)	-23	-3	-83	3	-7	-0.1	15	1	-1
Cc1ccccc1CN1CCNCC1	-14	24	7	-4	-10	-1.2	11	-2	-3
Clc1ccccc1C1=NCc2nncn2-c2sc(Br)cc21	3	-1	-10	-2	-3	-2.5	-11	-5	0
Cc1[nH]n(-c2ccccc2)c(=O)c1C(c1ccc([N+](=O)[O-])cc1)c1c(C)[nH]n(-c2ccccc2)c1=O	-7	-2	0	31	-11	-1.1	19	22	-5
COc1ccccc1N(CC(=O)NC1CCCCC1)C(=O)c1cnn(C(C)C)c1	-1	-2	6	-6	-10	-0.4	-10	1	1
O=[N+]([O-])c1cc(F)c(N2CCCC2)cc1N1CCNCC1	13	/	-6	/	/	0.5	18	/	4
Cc1ccc(NC(=O)CCNC(=O)N2C[C@H]3C[C@@H](C2)c2cccc(=O)n2C3)c(C)c1	-5	2	0	3	-3	1.0	1	0	-2
O=c1[nH]c(=O)n(-c2ccc(F)cc2)c(O)c1/C=C1\C=Nc2ccccc21	4	9	4	9	9	2.8	2	-4	-5
CC(C)CN1CCN(Cc2ccccc2C(F)(F)F)CC1CCO (stereo not drawn)	-2	21	7	5	-2	-2.4	20	3	0
COC(=O)C1=C(c2ccc(F)cc2F)C[C@@H]2CC[C@H]1N2C(=O)N1CCOCC1	-5	-3	10	16	-16	-0.2	19	-1	0
CCOC(=O)c1ccc2[nH]c(-c3ccc(S(=O)(=O)F)cc3)cc(=O)c2c1	-46	4	-29	-1	-5	0.9	17	-8	4
CCCCn1c(O)c(C(CC)=NCCc2ccccc2)c(=O)[nH]c1=O	13	-8	0	12	9	-1.4	38	6	-3
CN1C(=O)/C(=C/c2ccc(Cl)s2)C(=O)NC1=S	/	26	/	20	10	/	/	10	/
CC(C)OC12Oc3ccccc3C=C1N1CCC2CC1 (stereo not drawn)	-2	-8	3	3	-5	-0.8	-9	7	4
CC(=O)NC(C)Cc1ccccc1 (stereo not drawn)	0	5	13	16	-8	-1.6	7	0	-1
CNC(C(=O)c1ccccc1)C(OC)c1ccccc1 (stereo not drawn)	-7	-2	15	-10	-7	0.1	20	2	-2
CC(=O)[C@H]1CC[C@H]2[C@@H]3CC[C@H]4C[C@H](O)CC[C@]4(C)[C@H]3C(=O)C[C@]12C	6	-3	1	3	2	-0.6	-5	1	-5

2 entries drawn at random from those above:
SMILES	Jurkat NFkB inh	Gli-Sufu block	697 NFkB inh	CCR6 antag	EBI2 block	UPR CHOP act	Mdm2-MdmX inh	CXCR6 inh	UPR XBP1 act
CNC(C(=O)c1ccccc1)C(OC)c1ccccc1 (stereo not drawn)	-7	-2	15	-10	-7	0.1	20	2	-2
CC(=O)NC(C)Cc1ccccc1 (stereo not drawn)	0	5	13	16	-8	-1.6	7	0	-1

Next part
SMILES	Jurkat NFkB inh	Gli-Sufu block	697 NFkB inh	CCR6 antag	EBI2 block	UPR CHOP act	Mdm2-MdmX inh	CXCR6 inh	UPR XBP1 act
Cc1ccc2nc3c(cc2c1)CC1(C(=O)N(C)C(=O)N(C)C1=O)C1CCCCN31 (stereo not drawn)	-24	-20	-20	-8	6	1.3	-37	-6	4
Cn1c2ccccc2c2c(C(=O)N3CCC4(CC3)OCCO4)cn(C3CCCC3)c(=O)c21	13	6	13	-3	2	0.6	5	-9	2
CC(=O)Nc1ccccc1C(=O)OCC(=O)Nc1ncccn1	20	17	6	4	-19	1.7	-9	2	3
CCc1ccccc1N1C(=O)/C(=C/c2ccc(N3CCN(C)CC3)o2)C(=O)NC1=S	2	-7	-4	34	4	2.0	-5	25	-1
CCOC(=O)c1ccc(NC(=O)C2C3C=CC(O3)C2C(=O)O)cc1 (stereo not drawn)	-9	/	-4	/	/	-0.1	-29	/	0
C/C=C/CC#N	-4	2	15	4	5	0.6	21	-2	-1
C=CCOc1ccc(CC2C(=O)N(C)C(=O)N(C)C2=O)cc1	-4	-6	-39	10	3	-0.8	8	0	1
CCOc1cccc(CNCCc2c(C)[nH]c3ccc(OC(F)(F)F)cc23)c1O	66*	45	-25	-1	-7	25	98*	6	11
CC1=C(C)CC2(C(=O)NC(=S)NC2=O)C(C)C1 (stereo not drawn)	/	-25	/	7	-7	/	/	16	/
COc1ccc(OCC(=O)N2CCN(C/C=C/c3ccccc3)CC2)cc1	-10	-1	-13	10	93*	0.8	6	-10	-1

Individual results from above:
`COc1ccc(O)c(CN2CCCC(C(=O)c3ccccc3SC)C2)c1` (stereo not drawn) | Gli-Sufu block = 20
`CC1=NN(c2ccccc2)C(=O)C1/C=C1\C(=O)NC(=O)N(c2cc(C)cc(C)c2)C1=O` (stereo not drawn) | CXCR6 inh = 14

Additional compounds:
SMILES	Jurkat NFkB inh	Gli-Sufu block	697 NFkB inh	CCR6 antag	EBI2 block	UPR CHOP act	Mdm2-MdmX inh	CXCR6 inh	UPR XBP1 act
CC12CN3CC(C)(CN(C1)C31CCOCC1)C2=O	8	-4	15	-8	4	-1.9	15	1	-2
CCC(=NCCCn1ccnc1)c1c(O)n(-c2ccc(OC)cc2)c(=O)[nH]c1=O	-5	3	-25	9	-3	0.7	-10	-1	-2
O=C(O)CCC(=O)NCCC1=c2ccccc2=N/C1=C\c1c(O)n(Cc2ccc(F)cc2)c(=S)[nH]c1=O	-3	0	10	14	2	1.2	7	3	1
COc1ccc(CN2CCN(Cc3ccccc3OC)CC2)cc1	4	9	0	4	0	-1.1	29	4	-2
CC(Cc1ccccc1)NCc1ccccc1O (stereo not drawn)	-6	7	17	6	-11	1.5	3	11	3
Cn1c(O)c(/C=C/C=Nc2ccccc2)c(=O)n(C)c1=O	6	-2	2	12	-5	2.7	12	11	0
N#CC(Br)Br	10	-3	21	-7	-8	-1.0	21	2	-1
Cc1ccsc1C(=O)C1CCCN(Cc2ccccc2O)C1 (stereo not drawn)	5	23	3	10	-1	0.6	18	2	-1
Clc1cccc(Cl)c1Cl	-3	26	6	-4	2	5.3	2	0	0
